ELG1 DNA repair: ELG1-dependent DNA repair inhibition; HEK293T ELG1-luciferase reporter, luminescence, 16 h; DNA damage induced by 5-fluorouridine; Potency, µM (doses to about 46.1 µM), for inactives: at the top dose activity change, negative = inhibition, actives largely listed as inhibitors; 330,000 tested, 2.3% active; further: potency means the concentration at half of the fitted maximal effect; on the % scale 0 is the no-effect control and ±100 the full control effect; nearly all actives have a fitted effect of over 55% in size
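5-Fluorouridine DNA damage + compound/DMSO, 2,000 cells/well, 16 h, 37 °C/5% CO2. ONE-Glo, 30 min RT, luminescence. Readout = decrease in reporter signal.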
KCNH2 3.1 block: blocks the human KCNH2 3.1 channel isoform. U2OS KCNH2 3.1, thallium flux FluxOr; hits give low values. activity change, % (tested at about 1.8 µM). 340,000 tested, 0.95% active;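 active means maximum activity change below -70%; inconclusive means maximum activity change from -70% to -50%; inactive means maximum activity change above -50%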;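 further: thallium influx rate constant from kinetic fluorescence after stimulation buffer; on the % scale 0 is the no-effect control and ±100 the full control effect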
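Channel expression came from 3.1 mutant virus (1.77 x 10^8 /mL) applied to suspended U2OS cells for 4 h. Flux was tracked with FluxOr dye plus Red40 quencher, and kinetic rate constants normalized to controls.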
Eya2 inh: inhibitors of human Eya2 phosphatase activity; recombinant Eya2, OMFP fluorescence dephosphorylation (OMFP is methylfluorescein phosphate); Potency, µM (series often up to 76.9 µM), inactives show at the highest dose activity, negative = inhibition, usual class: inhibitors; 330,000 tested, 0.006% active; AID 488837; further: potency means the concentration at half of the fitted maximal effect; on the % scale 0 is the no-effect control and ±100 the full control effect
Target sequence (O00167 whole entry, looked up): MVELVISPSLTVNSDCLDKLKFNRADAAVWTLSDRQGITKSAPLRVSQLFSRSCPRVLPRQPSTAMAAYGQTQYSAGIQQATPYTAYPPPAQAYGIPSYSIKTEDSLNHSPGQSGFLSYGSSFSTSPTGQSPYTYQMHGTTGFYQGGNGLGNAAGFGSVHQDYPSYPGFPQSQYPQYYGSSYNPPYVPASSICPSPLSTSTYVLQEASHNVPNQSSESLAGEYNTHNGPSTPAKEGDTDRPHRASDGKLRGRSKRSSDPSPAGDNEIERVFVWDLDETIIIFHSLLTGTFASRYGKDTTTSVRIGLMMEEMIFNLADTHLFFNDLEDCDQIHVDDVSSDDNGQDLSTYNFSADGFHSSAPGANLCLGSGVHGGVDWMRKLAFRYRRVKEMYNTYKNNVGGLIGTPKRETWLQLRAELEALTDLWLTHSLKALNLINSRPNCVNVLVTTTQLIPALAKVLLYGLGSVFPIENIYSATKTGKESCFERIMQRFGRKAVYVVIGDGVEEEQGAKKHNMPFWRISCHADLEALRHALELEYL
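Eya2 (0.2 uM) preincubated 10 min at ambient with compound, then OMFP substrate added at 50 uM; 10 min reaction in 50 mM HEPES pH 7.5, 50 mM NaCl, 5 uM MgCl2, 0.05% BSA, 1 mM DTT. Fluorescence read at Ex 485/Em 525 nm.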
Mito fusion act: inhibitors of mitochondrial division or activators of mitochondrial fusion; 320,000 tested, 0.23% active; Potency, µM (doses to about 46.1 µM), inactives show top-dose growth rescue (activation), usual class: activators; S. cerevisiae fusion-defective mutant growth rescue, CellTiterGlo 48 h;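 further: potency means the concentration at half of the fitted maximal effect; % of control where 0% means no effect; nearly all actives have a fitted effect of over 45% in size; temperature-sensitive fusion mutants such as fzo1-1 at 37 °C on non-fermentable ethanol glycerol medium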
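Yeast fusion mutant, YPEG (non-fermentable carbon), compound, 48 h at 37C non-permissive; CellTiterGlo added, 10 min RT, luminescence read. Rescued growth = division inhibition.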
TCR activator: activators of T cell receptors | primary human leukocytes, anti-CD3, IL-2 HTRF, 48 h | Potency, µM (highest dose often 9.22 µM), without a hit: top-dose activation of IL-2 secretion, hits mostly activators | 330,000 tested, under 10 active | AID 504894; further: % of control where 0% means no effect
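Activity was scored as IL-2 release from primary human leukocytes given only a TCR signal (a-CD3 beads) plus compound for 48 hr. Detection used a two-antibody HTRF format read at 665nm.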
TSHR antag: antagonists of human thyroid stimulating hormone receptor | P16473 | TSHR-expressing cells, TSH-stimulated cAMP HTRF, 2 h; hits give low values | activity change, negative = inhibition, % at 11.5 µM | 330,000 tested, 0.2% active | AID 504810;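 active means activity change below a set negative limit, meaning inhibition stronger than a set level, cut at about -70% in these data; inconclusive means activity change between two set negative limits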; further: on the % scale 0 is the no-effect control and ±100 the full control effect
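Read-out is FRET at 665 nm (cryptate excitation 337 nm) from a cryptate-tagged anti-cAMP antibody, competed by cell cAMP against cAMP-d2. Compounds are tested on freshly harvested TSHR cells challenged with 4nM TSH (EC80) for 2 hours at 37 deg C.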
USP2a inh: USP2a (human) protease inhibition. USP2 core, Ub-CHOP2 coupled fluorogenic reporter, 485/531. Potency, µM (top dose mostly 38.3 µM), for the others: at the highest dose activity change, negative = inhibition, actives largely listed as inhibitors. 330,000 tested, 0.01% active. AID 463254;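 further: potency means the concentration at half of the fitted maximal effect; plate controls were DMSO wells for no effect and full inhibition by NEM control for full effect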
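USP2 core (10nM final) preincubated 30min RT with compound in 20mM Tris-HCl pH 8.0, 2mM CaCl2, 2mM beta-mercaptoethanol, 0.05% CHAPS; 25nM Ub-CHOP2 plus 25nM reporter substrate added, fluorescence (Ex485/Em531) read after 60min.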
A-T KAP1 phos: candidate therapy for ataxia-telangiectasia; […] A-T fibroblasts, KAP-1 phosphorylation AlphaLISA; neocarzinostatin DNA damage 30 min before lysis; Potency, µM (titrated, usually from 57.5 µM), inactives show at the highest dose activation, hits mostly activators; 320,000 tested, 0.19% active; further: potency means the concentration at half of the fitted maximal effect; % of control where 0% means no effect; nearly all actives have a fitted effect of over 45% in size
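ATM-like activity read as KAP-1 phosphorylation via AlphaLISA donor/acceptor antibody pairs after lysis and 6 hr at 25C. Cells were ATM-null patient fibroblasts ([…], hTERT), dosed 60 min, then exposed to the DSB inducer NCS for 30 min.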
KCNH2 WT inh: inhibitors of human wildtype KCNH2 potassium channel. Q12809. U2OS, BacMam KCNH2, thallium flux FluxOr; hits give low values. activity change, % at 1.84 µM. 340,000 tested, 0.37% active. AID 720551;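 active means maximum activity change below -70%; inconclusive means maximum activity change between -70% and -50%; inactive means maximum activity change above -50%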; further: on the % scale 0 is the no-effect control and ±100 the full control effect
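U2OS cells were transduced with wild-type KCNH2 virus (2.03 x 10^8 / mL) for 4 h at room temperature, then cultured overnight at 37 C. Thallium flux was read with FluxOr dye. Rate constants were normalized to DMSO controls.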
TRPV1 agonist: agonists of human vanilloid receptor 1 (TRPV1); Q8NER1; TRPV1-expressing cells, Fluo-8 calcium influx, agonist mode; activation, % at 8.33 µM; 320,000 tested, 0.19% active; in the data active means activation above about 80%; inconclusive means between about 30% and that limit; further: 0% is about no effect
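Cells expressing TRPV1 were dye-loaded with Fluo-8 and read kinetically: 10 s baseline, 3 min after compound (agonist portion), then 2 min after EC20 capsaicin (allosteric enhancer portion). Calcium-bound dye fluorescence at 480/520 nm.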
* marks the source's active call; other numbers are inactive results; ? = inconclusive; · = not tested or not shown; [ ] = another dose, or the depositor's remark. Unless noted, the call rests on the fitted dose curve; in most records, active means well fitted curve in the direction sought with a large enough effect; inconclusive means small, poorly fitted or top-dose-only effect, or another doubt; inactive means no such curve, though single readings can be large; an effect the other way counts as inactive or inconclusive.

canonical_smiles	KCNH2 3.1 block	Mito fusion act	TRPV1 agonist	TSHR antag	TCR activator	Eya2 inh	USP2a inh	ELG1 DNA repair	KCNH2 WT inh	A-T KAP1 phos
OC12CCCCC1C(c1ccc3c(c1)OCO3)N(Cc1ccc(F)cc1)CC2 (stereo not drawn)	-4	10%	11	10	0%	2%	-2%	?	-4	9%
CCOC(=O)c1ccc(N2C(=O)CC(N(C)Cc3ccccc3)C2=O)cc1 (stereo not drawn)	-2	-10%	-1	9	1%	-4%	0%	6%	-5	·
CC(C)(C)OC(=O)N1O[C@H]2C[C@@H]1[C@@H]1[C@@H]2N=NN1C12CC3CC(CC(C3)C1)C2	-1	·	·	21	0%[46.1 µM]	-6%	-1%	3%	5	8%
O=[N+]([O-])c1ccc2nonc2c1Nc1cccc(F)c1	0	11%	-3	3	-1%	12%	0%	-2%	0	-6%
Cc1c(C(=O)Nc2ccccc2C(=O)N2CCOCC2)cccc1[N+](=O)[O-]	22	4%	2	22	-1%[46.1 µM]	7%	4%	9%	-4	8%
Nc1nc(SCC(=O)NCC2CCCO2)[nH]c(=O)c1NC(=O)c1ccc(F)c(F)c1 (stereo not drawn)	·	-2%	-3	-43	-2%	1%	-1%	-3%	-2	1%
Cc1nc(S(=O)(=O)c2ccc(Br)cc2)nc2c1CCC2	-4	-3%	3	-1	-5%	-5%	1%	-10%	0	1%
COc1ccc(/C=N/NC(=O)c2cccc([N+](=O)[O-])c2)cc1OS(=O)(=O)c1ccccc1	-4	-1%	3	·	7%	·	·	·	0	·
C#CCNC(=O)C1CCN(c2ccc(S(=O)(=O)N3CCOCC3)cc2Cl)CC1	-2	0%	82*	24	-3%	5%	0%	?	-3	-5%
Nc1nc(NCCOCCO)nc(Nc2cccc(F)c2)c1[N+](=O)[O-]	3	6%	1	2	9%	-25%	4%	-2%	-3	-12%
S=C(Nc1cc(Cl)ccc1Cl)Nn1cnnc1	4	1%	3	0	-6%	2%	-1%	-1%	-9	-8%
COc1ccc(N2CCN(C(=O)C(=O)c3c(C)[nH]c4ccccc34)CC2)cc1	-1	1%	3	-2	-4%	-4%	0%	7%	3	-3%
COc1cc([N+](=O)[O-])ccc1NC(=S)Nn1cnnc1	-17	4%	1	7	-4%	-5%	-2%	16%	29	-6%
O=C(COC(=O)COc1cccc2ccccc12)NCC(F)(F)F	-11	-8%	9	1	-1%	-5%	8%	7%	-5	-5%
CC(C)OCCCNC(=O)C1CC(=O)N(C2CCCCCCC2)C1 (stereo not drawn)	-6	-2%	2	-1	0%	16%	0%	14%	-13	-2%
Cc1ccccc1C(=O)N1CCc2ccccc2C1	-7	-2%	-6	-6	0%	4%	3%	6%	-7	4%
COc1ccccc1CNCCS(=O)(=O)NN1CCOCC1	-2	·	·	-5	7%[46.1 µM]	1%	-3%	?	-5	11%
Cc1cc(NC(=O)CSCC(=O)Nc2ccccc2Oc2ccccc2)no1	-3	-2%	8	1	-2%	3%	-1%	0%	0	-2%
Cc1ccc(CN2CCN(CCCn3cccn3)CC2CCO)cc1 (stereo not drawn)	-11	7%	2	-9	2%	-11%	-2%	11%	53	2%
COc1ccc(CCNC(=O)C2CCCN2C(=O)NC2CCCCC2)cc1OC (stereo not drawn)	1	0%	0	7	2%	-12%	2%	1%	13	3%
CN(C)S(=O)(=O)c1cccc(NC(=O)COC(=O)CCC(=O)c2cccs2)c1	0	-5%	4	4	-12%	10%	2%	15%	8	-2%
Cc1cccc2sc(NC(=O)CSc3nc4ccccc4o3)nc12	-11	-2%	2	-31	3%	-13%	2%	?	-1	-2%
O=C(CSc1ncn[nH]1)Nc1nc(-c2ccccc2)cs1	-7	-3%	-4	11	-17%	4%	2%	?	-12	5%
CC(=O)Nc1ccc(N(CC(=O)NC2CCCCC2)C(=O)Cn2nnc(-c3ccccc3)n2)cc1	2	2%	-1	0	3%	-7%	1%	0%	-4	9%
Cc1ccc(SCc2cc(=O)[nH]c(N3CCN(Cc4ccccc4)CC3)n2)cc1	-5	0%	1	-3	-4%	4%	3%	1%	4	2%
CCN(CC)c1nc2n(c(=O)n1)CCO2	0	-4%	-1	·	2%	·	·	·	0	·
O=C(COC(=O)CNC(=O)c1ccc(Cl)cc1Cl)NC1CCCCCCC1	-16	6%	18	-6	5%	-6%	-2%	24%	-6	1%
C=CCC(C(=O)OC)(C(=O)OC)c1ccc(C(F)(F)F)cc1[N+](=O)[O-]	-7	-1%	21	14	-1%	-3%	0%	3%	-1	3%
Cc1cc2nc3n(c2cc1C)CC1CC(C(=O)NCc2cccc(Br)c2)N(C)C31 (stereo not drawn)	-8	2%	-2	-4	16%	-22%	-1%	-26%	2	11%
Nc1nc2ccccc2n1/N=C/c1ccc([N+](=O)[O-])s1	-6	11µM*	-3	6	-6%[46.1 µM]	7%	-1%	?	1	-4%
Cc1cccc(OCCC(=O)OCc2csc(CC(=O)Nc3ccccc3C)n2)c1	2	3%	15	-3	·	-9%	1%	15%	-3	0%
CC1(C)C(C=C(Cl)Cl)C1C(=O)N(Cc1ccccc1Cl)C1CCS(=O)(=O)C1 (stereo not drawn)	-2	16%	6	8	-1%[46.1 µM]	-1%	0%	-5%	-12	-3%
O=C(CCc1nnc2n(Cc3ccc(Cl)cc3)c(=O)c3ccccc3n12)NCCN1CCCC1	-3	12%	2	-5	-1%	-11%	1%	?	-23	-3%
CCc1[nH]c(C)c(C(C)=O)c1C	-8	3%	-2	9	-1%	11%	3%	1%	3	29%
CC1O[C@@H](OC2C(O)C(O)C(CO)O[C@H]2OC2C[C@]3(C)C(CC(O)C4[C@@H]([C@]5(C)CC[C@@H](C(C)(C)O)O5)CC[C@]43C)[C@@]3(C)CCC(O)C(C)(C)C23)C(O)C(O)C1O (stereo partly drawn)	4	·	·	-3	2%	-34%	5%	9%	-4	3%
CCN(CC)c1ccc(/C=C(\C#N)c2nc(-c3cccs3)c(NC(C)=O)s2)cc1	·	12%	24	-16	-3%[46.1 µM]	?	16%	?	·	-4%
CCOC(=O)c1c(NC(=O)COC(=O)c2cc(OC)c(OC)cc2[N+](=O)[O-])sc(C)c1CC	7	2%	0	13	1%[46.1 µM]	-19%	0%	?	-3	3%
Cc1ccccc1C(=O)NC1CC2CCCC(C1)N2Cc1ccccc1 (stereo not drawn)	4	3%	1	-1	9%	0%	-1%	8%	16	0%
COc1ccccc1NC(=O)NCCN1CCNC1=O	2	-5%	-1	3	-54%	-11%	3%	-4%	1	0%
CCOC(=O)c1sc(N(C)C)nc1-c1ccccc1	-8	3%	14	-9	1%[46.1 µM]	-13%	1%	6%	-2	3%
O=C(Nc1nnc(CCN2CCCCC2)s1)C1CCCCC1	13	0%	-21	6	-3%	0%	4%	25%	12	-2%
CCC(C)NC(=S)N(CCc1ccccc1)Cc1cc2cc(OC)c(OC)cc2[nH]c1=O (stereo not drawn)	3	2%	-5	-29	18%[46.1 µM]	-7%	-7%	6.5µM*	2	1%
CCOC(=O)c1c(CNCCN(CC)CC)n(C)c2cc(Br)c(OC)cc12	-10	-3%	6	30	1%	-25%	-2%	25%	2	·
COc1ccc(/C=C/C(=O)Nc2nc(N)n(-c3ccccc3)n2)cc1	-18	-6%	-3	2	-4%[46.1 µM]	2%	0%	-14%	-15	-2%
O=C(Nc1ccccc1)/C(=C\c1ccc2c(c1)OCO2)NC(=O)c1ccco1	-7	4%	5	-18	-1%	-4%	8%	24%	7	-2%
COc1ccc(-n2nc3c(c2NC(=O)Cc2cccc(C)c2)CS(=O)C3)cc1 (stereo not drawn)	26	-1%	-1	-3	-6%	9%	2%	7%	10	9%
CCOC(=O)N1CCN(C(=O)CSc2nnc(COc3ccccc3)o2)CC1	-15	-6%	-1	-1	5%[46.1 µM]	1%	1%	-1%	-18	5%
Cc1cc(C)nc(N2CCN(C(=O)CCC(=O)Nc3nnc(C(C)C)s3)CC2)n1	-5	6%	14	9	0%	-6%	5%	?	4	20%
CCOc1ccccc1NC(=O)CN1C(=O)CSC(C)C1=O (stereo not drawn)	-7	6%	0	4	-5%	-1%	1%	13%	-17	-2%
CCOC(=O)C1CCN(S(=O)(=O)c2ccc3c4c(cccc24)C(=O)N3)CC1	?	-3%	·	-6	2%	12%	3%	?	14	12%
COc1ccccc1OCC(=O)N1CCN(C(=O)c2ccco2)CC1	-3	1%	-1	0	-5%	-13%	3%	?	0	-28%
c1ccc(CNc2cnccn2)cc1	-5	2%	-6	14	7%[46.1 µM]	4%	1%	-15%	-9	-8%

Bioassay records from PubChem BioAssay.

An excerpt; the hit share may differ from the screen's.
